# Screens as filed in PubChem.
# HCMV inh = inhibitors of human cytomegalovirus; 4.5% of 410,000 active; activity change, negative = inhibition, % at 57.5 µM; AID 1259415; HFF cells, HCMV-luciferase reporter, 72 h; stronger effect = lower value; in the data active means activity change below about -60%; inconclusive means no clear call, values can overlap the other calls; inactive means above about -39%; further: on the % scale 0 is the no-effect control and ±100 the full control effect
#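 Human foreskin fibroblasts infected with luciferase-reporter HCMV at MOI 1 PFU/cell, compounds at two doses. Luciferase measured 72 h post infection; normalized to buffer-only basal and Salinomycin (10uM) controls.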
# CHX counter = counter-screen hit for Shiga toxin inhibitors, cycloheximide; cell reporter, cycloheximide protein synthesis inhibition counterscreen; max response, %; 12% of 300,000 active; AID 2314; in the data active means max response mostly above about 13%, no sharp cut-off; inactive means mostly below about 14%; further: read at 38.3 µM for the half of the compounds with a filed dose; 0% is about no effect
# AmpC detergent = AmpC beta-lactamase inhibition with detergent present. Potency, µM (titrated, usually from 114 µM), for inactives: at the top dose activity change, negative = inhibition, actives largely listed as inhibitors. 0.041% of 370,000 active. P00811. AID 485294. AmpC hydrolysis of nitrocefin, absorbance 480 nm, 0.01% Triton;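 further: potency means the concentration at half of the fitted maximal effect; 0% = no-compound wells and -100% = no-enzyme wells; nearly all actives have a fitted effect of over 25% in size; some results filed as inactive show a strong effect at the top dose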
# Target sequence (P00811 whole entry, looked up): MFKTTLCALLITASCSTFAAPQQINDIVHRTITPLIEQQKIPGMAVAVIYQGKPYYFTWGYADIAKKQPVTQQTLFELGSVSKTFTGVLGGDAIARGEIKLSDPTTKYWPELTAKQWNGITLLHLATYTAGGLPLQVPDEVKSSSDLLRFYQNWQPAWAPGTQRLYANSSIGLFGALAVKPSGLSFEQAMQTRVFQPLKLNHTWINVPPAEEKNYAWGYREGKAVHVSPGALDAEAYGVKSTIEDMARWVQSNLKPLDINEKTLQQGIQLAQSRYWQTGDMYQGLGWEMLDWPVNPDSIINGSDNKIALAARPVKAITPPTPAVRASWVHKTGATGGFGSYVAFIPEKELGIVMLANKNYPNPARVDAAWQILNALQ
#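 20 mM phosphate pH 7.0 + 0.01% (detergent screen) or 0.0001% Triton X-100; 5.3 nM AmpC reagent; cpd preinc 15 min RT; nitrocefin (800 uM stock) to start; A480 q20 s × 4 min; Activity was normalised to no-enzyme and no-compound control wells.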
# Shiga toxin inh = inhibitors of Shiga toxin in Vero cells; 9.2% of 290,000 active; Vero cells, Shiga toxin protein synthesis inhibition reporter; AID 2315; inhibition, % at 38.7 µM; in the data active means inhibition mostly above about 28%, no sharp cut-off; inactive means mostly below about 43%; further: 0% is about no effect
# FBPA Giardia inh = blocks Giardia fructose-bisphosphate aldolase activity. 0.71% of 290,000 active. AID 2451. Potency, µM (highest dose often 59.6 µM), inactives show top-dose activity, negative = inhibition, actives largely listed as inhibitors. purified Giardia FBPA. A8B2U2; further: potency means the concentration at half of the fitted maximal effect; on the % scale 0 is the no-effect control and ±100 the full control effect; nearly all actives have a fitted effect of over 55% in size
# Target sequence (A8B2U2 whole entry, looked up): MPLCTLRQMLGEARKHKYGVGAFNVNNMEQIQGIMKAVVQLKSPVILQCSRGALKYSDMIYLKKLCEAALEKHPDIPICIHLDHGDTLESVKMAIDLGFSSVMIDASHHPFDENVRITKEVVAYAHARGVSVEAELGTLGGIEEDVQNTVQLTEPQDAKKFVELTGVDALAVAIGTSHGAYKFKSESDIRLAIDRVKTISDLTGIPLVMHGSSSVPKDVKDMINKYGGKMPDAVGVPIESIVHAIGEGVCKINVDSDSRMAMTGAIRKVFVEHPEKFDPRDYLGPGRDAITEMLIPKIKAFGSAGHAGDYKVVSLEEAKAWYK
#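 Giardia FBPA (40 nM reagent) was preincubated 10 min at RT with compound (up to 57.5 uM final), then substrate plus GAPDH/TPI/NAD/arsenate coupling system with diaphorase/resazurin was added; resorufin fluorescence (525/598 nm) was read after 20 min.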
# AMA1-RON2 inh = inhibitors of Plasmodium falciparum AMA1-RON2 interaction; AlphaScreen AMA1-biotinylated RON2 peptide binding; 0.2% of 360,000 active; AID 720542; Potency, µM (series often up to 58.2 µM), without a hit: at the top dose activity change, negative = inhibition, actives largely listed as inhibitors;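 further: potency means the concentration at half of the fitted maximal effect; 0% = vehicle wells and -100% = peptide control; nearly all actives have a fitted effect of over 45% in size; some results filed as inactive show a strong effect at the top dose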
#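 AMA1 (3D7) with his tag at 25 nM final met compounds first, then biotinylated RON2 peptide at 25 nM; detection used donor plus acceptor beads, 10 µg/mL apiece, read by AlphaScreen after 30 min at room temperature.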
# AmpC inh no detg = blocks E. coli AmpC beta-lactamase in detergent-free assay. P00811. AmpC nitrocefin hydrolysis, absorbance 480 nm, 0.0001% Triton. Potency, µM (titrated, usually from 57.1 µM), for the others: at the highest dose activity change, negative = inhibition, usual class: inhibitors. 0.52% of 330,000 active;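 further: potency means the concentration at half of the fitted maximal effect; plate controls were no compound for no effect and no enzyme for full effect; nearly all actives have a fitted effect of over 20% in size; some results filed as inactive show a strong effect at the top dose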
#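 20 mM phosphate pH 7.0 + 0.01% (detergent screen) or 0.0001% Triton X-100; 5.3 nM AmpC reagent; cpd preinc 15 min RT; nitrocefin (800 uM stock) to start; A480 q20 s × 4 min; Activity was normalised to no-enzyme and no-compound control wells.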
# * = called active by the depositor; ? = inconclusive; . = not tested or not shown; & = joins results of further samples; [ ] = another dose, or the depositor's remark. Unless noted, the call rests on the fitted dose curve; in most records, active means well fitted curve in the direction sought with a large enough effect; inconclusive means small, poorly fitted or top-dose-only effect, or another doubt; inactive means no such curve, though single readings can be large; an effect the other way counts as inactive or inconclusive.
structure	HCMV inh	CHX counter	AmpC detergent	Shiga toxin inh	FBPA Giardia inh	AMA1-RON2 inh	AmpC inh no detg
Cc1nc(-c2ccccc2)sc1-c1nc(-c2cccs2)ncc1S(=O)(=O)c1ccccc1	.	2	-5%	-5	-2%	.	-12%
c1ccc(Cn2nnc3c(NCC4CCCO4)nc(C4CC4)nc32)cc1 (stereo not given)	-9	-3	-1%	-12	-4%	-3%	12%
O=C(c1cc2nc(-c3ccccc3)cc(C(F)(F)F)n2n1)N1CCOCC1	5	9	-8%	1	-3%	-3%	-5%
Cc1nnc(SCC(=O)N2c3ccccc3CC2C)[nH]c1=O (stereo not given)	32	7	-7%	-10	8%	2%	-24%
COC(=O)c1ccc(NC(=O)CN(C2CCCCC2)S(C)(=O)=O)cc1	-5	-7	3%	-26	0%	-15%	-9%
Cc1ccc(SCCc2cc[n+](CC(=O)c3ccccc3)cc2)cc1	25	51*	0%	125*	-24%	1%	-11%
O=C(Nc1ccc(Br)cc1)c1cccc(NC(=O)C2C3CC4OC(=O)C2C4C3)c1 (stereo not given)	-3	14	?	22	0%	-17%	-30%
C/C=C(\C)C(=O)OC1c2c(ccc3ccc(=O)oc23)OC(C)(C)C1OC(C)=O (stereo not given)	-32	-2	2%	-2	0%&5%	-5%	18%
COc1ccc(C(CC(=O)O)n2cnnn2)cc1 (stereo not given)	?	-3	-2%	20	4%	18%	-21%
CC1(c2nnc(Cc3ccccc3)o2)CC(c2ccc(OC(F)(F)F)cc2)=NO1 (stereo not given)	-10	.	-13%	.	.	104%[activator]	58%
CCCn1c(=O)c(C(=O)c2ccccc2)nc2ccccc21	-11	-4	-8%	15	-1%	-19%	-24%
COc1ccc(N(CC(=O)Nc2ccccc2C(=O)N2CCCC2)S(C)(=O)=O)cc1	5	-3	1%	-4	3%	-10%	1%
Cc1ccc(-n2nc(N)c3c(=O)oc(N(C)C)nc32)cc1	1	-5	-9%	-10	-2%	2%	-4%
Cc1nc(SCCO)c2oc3ccccc3c2n1	29	-1	-8%	-16	-1%	1%	-4%
Cc1nnc(NC(=O)CSc2nnc(Cc3cccn3C)n2-c2cccc(C)c2C)s1	.	-3	-12%	6	-5%	.	7%
CCCCC(=O)Nc1ccc(Cl)cn1	10	14	-12%	35	2%	10%	-11%
CC(NC(=O)c1ccco1)C(=O)O (stereo not given)	11	.	2%	.	.	-6%	-3%
CN(Cc1ccccc1)C(=O)COC(=O)c1ccc(Cl)cc1N	-29	29*	3%	47	6%	3%	-28%
COc1ccc(Nc2nc(C(=O)N3CCc4ccccc4C3)cs2)cc1	17	5	-1%	-20	12%	?	23%
COc1ccc(-c2cc(=O)[nH]c(=S)[nH]2)cc1	25	-3	6%	-8	16µM*	72%[activator]	-12%
COc1ccc(OCC(=O)N/N=C/C2CC=CCC2)cc1 (stereo not given)	-30	1	-3%	-7	2%	49%[activator]	-8%
CCSc1nnc(NC(=O)Cc2ccc(OC)c(S(=O)(=O)N3CCOCC3)c2)s1	23	9	-11%	1	-2%	-13%	-26%
CCn1c(CC(=O)Nc2ccc(Cl)cc2)nnc1SCC(=O)N1CCOCC1	30	-4	6%	-21	.	24%	-17%
CCCCn1c(N)c(N(CCOC)C(=O)COc2c(C)cccc2C)c(=O)[nH]c1=O	-1	.	-13%	.	.	-23%	-17%
Cc1ccc(C)c(C(=O)COc2ccc(C)nc2[N+](=O)[O-])c1	43	-3	-20%	-8	-17%	-1%	-22%
Cc1nc(/C(=N/O)C(N)=O)cs1	15	1	-1%	-2	?	48%[activator]	-2%
COc1ccccc1CN1CC(C(=O)NCCCc2ccc(F)cc2)CCC1=O (stereo not given)	?	9	3%	6	16%	1%	98%[activator]
COCCn1c(=O)[nH]c2cc(C(=O)OC)ccc2c1=O	-7	1	?	-4	5%	-4%	-12%
Cc1cccc2sc(NC(=O)C3=NN(c4ccccc4)C(=O)CC3)nc12	6	-1	-2%	-18	-14%	32%[activator]	-24%
Cn1c(C(=O)N2COCC2(C)C)cc2c(=O)n3ccccc3nc21	62	35*	-4%	75*	-1%	8%	-11%
N/C(=N\OC(=O)c1cc(-c2ccccc2)nc2ccccc12)c1ccncc1	-39	-3	5%	15	1%	-5%	-3%
Cc1ccc(CSc2ccc(C(=O)N3CCOCC3)cc2[N+](=O)[O-])cc1	28	13	-5%	18	1%	-1%	1%
O=C1CCCc2nc(N3CCCCC3)sc21	?	30*	2%	51*	-4%	7%	-14%
N#C/C(=C/C=C/c1ccccc1)C(=O)Nc1ccccc1	5	6	-4%	23	12%	-3%	13%
CCN(CC(=O)Nc1cc(Cl)ccc1C)C(=O)c1cc([N+](=O)[O-])ccc1N1CCOCC1	0	.	-13%	.	.	-17%	29%
CCOc1c(Cl)cc(CNCC(C)C)cc1OC	23	-3	-7%	3	0%	-5%	-10%
C=CCN(C(=O)Cn1nc(C)n2c(cc3cc(C)ccc32)c1=O)c1ccccc1	0	1	4%	-3	2%	6%	86%[activator]
COc1ccc(/C=N/NC(=O)c2cccnc2)c(C(=O)O)c1OC	-1	8	5%	36	-2%	1%	-17%
CCOC(=O)c1cc(C#N)c(SC)nc1C	4	-2	-5%	-3	8%	-4%	-10%
O=C(/C=C/Nc1ccc(F)cc1)c1ccco1	59	35*	-14%	67*	-9%	-3%	-6%
CC1(C)Oc2ccc(C(=O)NC3CCCC3)cc2N(CC(=O)NC2CCCCC2)C1=O	-16	-3	1%	-14	-6%	-15%	15%
Cc1cc(C)cc(N(CC(=O)NCc2ccco2)C(=O)CCC(=O)Nc2ccccn2)c1	-32	12	2%	8	12%	5%	39%
Cc1ccc(F)cc1NC(=O)CSc1nnc(CNC(=O)c2ccco2)n1C	26	.	-4%	.	.	19%	-14%
Cc1cc(O)c(-c2cc(C(=O)Nc3ccc(S(=O)(=O)N4CCOCC4)cc3)[nH]n2)cc1C	?	-2	2%	2	0%	82%[activator]	?
CCc1ccc(N(C(=O)c2csnn2)C(C(=O)NC2CCCCC2)c2cccnc2)cc1 (stereo not given)	-31	6	-7%	2	14%	0%	27%
COc1ccccc1CC(=O)Nc1ccc(-c2nnc(-c3ccco3)o2)cc1	29	24*	-12%	47	4%	12%	9%
Cc1sc2nc(-c3ccco3)oc(=O)c2c1C	60	14	?	-11	0%	-2%	-23%
Cc1cccc(N2C(=O)NC(=O)/C(=C\c3cccn3-c3ccc(Cl)cc3)C2=O)c1	-102*	2	-5%	19	2%	-24%	?
CC(C)(C)C(=O)CN1CCN(S(=O)(=O)c2ccc(F)cc2)CC1	10	-1	1%	15	2%	8%	-3%
CC(C)(C)c1ccc(S(=O)(=O)N2CCN(CC(=O)NC(=O)NC3CCCCC3)CC2)cc1	-19	.	-15%	.	.	-21%	-5%
O=C(Cn1nc(-c2ccc(N3CCOCC3)c([N+](=O)[O-])c2)c2ccccc2c1=O)N1CCCCC1	29	-3	1%	-21	-1%	4%	41%
O=C(CN1C(=O)NC(Cc2ccccc2)C1=O)Nc1ccc(F)c(F)c1F (stereo not given)	-4	.	5%	.	.	-3%	-22%
COc1ccccc1C1C2CCCCC2(O)CCN1CC(=O)Nc1ccccc1 (stereo not given)	-27	3	-11%	4	5%	-2%	14%
CN(c1ccccc1)P(=O)(N(C)c1ccccc1)N(C)c1ccccc1	-86*	-4	3%	5	-1%	-3%	67%[activator]
Cn1c(=O)[nH]c(=O)c2c1nc(SCCN1CCOCC1)n2Cc1ccccc1	-14	-3	?	-14	0%	5%	3%
CC1(C)C2CCC1(CS(=O)(=O)N1CCC(C(=O)O)CC1)C(=O)C2 (stereo not given)	-29	-2	1%	-7	4%	-2%	0%
Cc1nc2scc(C)n2c(=O)c1S(=O)(=O)Nc1ccc(OC(F)(F)F)cc1	43	6	0%	-7	-6%	10%	38%
Cn1c(=O)c2c(ncn2CC(=O)Nc2nnc(Cc3ccccc3)s2)n(C)c1=O	8	-1	?	-6	2%	-1%	-17%
C=CC[C@@H](CC(=O)N[C@H](CO)Cc1ccccc1)C(=O)NCCOC(=O)[C@@H](CC=C)Cc1ccc(F)cc1	-14	.	.	.	.	0%	241%[activator]
COc1ccc2nc(NC(=O)C3CSC4(C)CCC(=O)N34)sc2c1 (stereo not given)	-8	.	?	.	.	0%	-14%

# In the list so far, these contain a tert-butyl group:
structure	HCMV inh	CHX counter	AmpC detergent	Shiga toxin inh	FBPA Giardia inh	AMA1-RON2 inh	AmpC inh no detg
CC(C)(C)C(=O)CN1CCN(S(=O)(=O)c2ccc(F)cc2)CC1	10	-1	1%	15	2%	8%	-3%
CC(C)(C)c1ccc(S(=O)(=O)N2CCN(CC(=O)NC(=O)NC3CCCCC3)CC2)cc1	-19	.	-15%	.	.	-21%	-5%

# Further compounds
structure	HCMV inh	CHX counter	AmpC detergent	Shiga toxin inh	FBPA Giardia inh	AMA1-RON2 inh	AmpC inh no detg
O=C(Nc1nnc(-c2ccco2)o1)c1cccc(Cl)c1	32	10	3%	9	-22%	94%[activator]	-20%
COc1ccc(OC)c(CCNC(=O)CS(=O)(=O)Cc2nc(-c3ccccc3C)oc2C)c1	-20	2	-9%	-1	.	?	38%
O=C(CCCOc1ccc(Cl)cc1Cl)Nc1ccccn1	-2	15	1%	55*	3%	0%	-6%
COc1ccc(-c2nc(CSCC(=O)NCCC3=CCCCC3)c(C)o2)cc1OC	7	-4	?	-6	0%	14%	100%[activator]
CCN1CCN(C(=O)c2ccc3c(Cl)c4c(nc3c2)CCCC4)CC1	?	8	-1%	-17	.	-3%	187%[activator]
CC1CCN(C(=S)Nc2cccc(S(=O)(=O)N(C)C)c2)CC1	-20	16	-8%	11	-7%	-5%	-12%
c1ccc(-c2cc(N3CCOCC3)nc3ccccc23)cc1	-25	-1	-1%	-26	?	-1%	.
CCOC(=O)c1c(-c2ccccc2)nc2cc(C)ccn12	-27	54*	-10%	76*	1%	25%	17%
Cc1ccc(NC(=O)CCC(=O)NNC(=O)COc2ccccc2)c(C)c1	-8	-1	?	-13	-5%	17%	-16%
Cc1ncoc1C(=O)N1CCCC(C(=O)Nc2cccc(-c3ccc(F)cc3)c2)C1 (stereo not given)	?	-2	?	14	.	-9%	144%[activator]
COc1ccc([N+](=O)[O-])cc1COc1cc(C)cc2oc(=O)cc(-c3ccccc3)c12	?	-1	-18%	19	?	-5%	-16%
Cc1cc(C(=O)COC(=O)c2ccc(Cl)c(S(N)(=O)=O)c2)c(C)n1C1CC1	-12	.	-15%	.	.	-1%	-26%
CC1(C)c2ssc(=S)c2-c2ccccc2N1C(=O)CSC1=NCCS1	-33	-1	0%	-11	0%	?	-6%
